# F508del corr = F508del CFTR correction, initial screen, CFBE line, single point | AID 720511, 2013 | 0.36% of 350,000 active | CFBE cells, YFP halide quenching; stimulated with forskolin plus potentiator P3; % fluorescence drop versus neutral controls | activity (quench increase), % at 7.58 µM;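 active = mean added fluorescence quench of at least 8% versus neutral control, with both replicates also reaching 8%; inconclusive = only one of the mean or replicate conditions met; inactive = mean below 8% and not both replicates reaching 8%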;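 note: cells transiently co-express mutant CFTR-F508del with the halide-sensitive YFP; corrector assay measuring rescue of mutant channel to the surface after 24 h compound exposure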
# E-selectin induc = E-selectin induction in HUVECs, primary screen, imaging, HUVEC, immunofluorescence imaging, single point; P16581; normalized: neutral wells 0, TNF-alpha wells 100; activation, % at 7.58 µM; 0.37% of 260,000 active; AID 686992, 2013;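 active = mean E-selectin-positive cell signal at least 10% of the positive control, reached in at least 60% of replicates, without over 20% cell loss; inconclusive = no rule given, readout overlaps actives, possibly toxicity-flagged; inactive = the rest, including those meeting only one limit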;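 note: in these data hits start at about 27%; measured in HUVEC primary endothelial cells; signal is the percent of cells scored E-selectin positive by PE staining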
# Target sequence (P16581 whole entry, looked up): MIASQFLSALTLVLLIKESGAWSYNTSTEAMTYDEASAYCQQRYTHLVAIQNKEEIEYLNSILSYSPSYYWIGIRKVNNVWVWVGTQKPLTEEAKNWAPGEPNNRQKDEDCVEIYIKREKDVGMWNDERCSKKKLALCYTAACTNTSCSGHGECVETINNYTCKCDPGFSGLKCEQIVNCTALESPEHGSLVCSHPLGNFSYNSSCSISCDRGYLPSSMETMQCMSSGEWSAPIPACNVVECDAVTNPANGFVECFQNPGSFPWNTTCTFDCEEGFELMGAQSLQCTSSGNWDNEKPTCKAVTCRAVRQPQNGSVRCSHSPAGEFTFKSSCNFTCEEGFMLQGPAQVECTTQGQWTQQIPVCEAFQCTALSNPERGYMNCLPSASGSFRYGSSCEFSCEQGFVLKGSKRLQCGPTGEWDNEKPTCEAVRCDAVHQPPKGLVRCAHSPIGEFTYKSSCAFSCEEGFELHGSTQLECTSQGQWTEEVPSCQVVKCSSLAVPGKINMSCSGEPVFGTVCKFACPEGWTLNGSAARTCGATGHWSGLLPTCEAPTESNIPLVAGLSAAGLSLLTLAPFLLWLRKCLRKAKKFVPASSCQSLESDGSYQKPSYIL
#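 System: HUVEC / Compound: single concentration / Signal: immunofluorescence imaging / Read-out: percent E-selectin-positive cells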
# GSIS activator = GLuc luminescence reporter in INS-1E cells, primary screen for activators of glucose-dependent secretion of insulin | INS-1E GLuc reporter insulin secretion, 2-3 h | activation, % at 16.6 µM | 0.61% of 370,000 active;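 active = lowest replicate activation of at least 40%, so every replicate reaches that level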;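 note: 0% = median of neutral control wells and 100% = median of IBMX positive control wells; some compounds called inactive have numbers as strong as hits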
# Xi reactivation = activators of inactive X chromosome reactivation, primary screen, imaging, XiGFP fibroblasts, GFP high-content imaging, set 2. AID 743238, 2013. 0.055% of 360,000 active. activation, % at 7.58 µM. XiGFP mouse fibroblasts, % GFP-positive cells imaging, 3 d; cells co-treated with 5-aza-dC sensitizer; scaled so ellipticine positive control = 100%;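 active = mean normalized replicate activation at least 10% and every replicate at or above 10%; inconclusive = only one of the two criteria met; inactive = mean below 10% and not all replicates reach 10%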;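 note: 0% = median of on-plate neutral control wells and 100% = ellipticine 6 µM median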
#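 Schedule: 3 d treatment, 15 min room-temperature fixation; system: 68-5-11 XiGFP fibroblast line; buffer or medium: DMEM plus 5-aza-dC sensitizer; control set: ellipticine 6 µM positive control; compound: one concentration, pinned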
# RAD54 branch = inhibitors of human RAD54 branch migration, primary screen, biochemical, fluorescence, single point | inhibition, % at 10.4 µM | 0.14% of 360,000 active | RAD54 Holliday junction branch migration, FAM/BHQ fluorescence | AID 602329, 2012 | DNA repair and recombination protein RAD54-like (Homo sapiens), Q92698;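 active = mean normalized replicate activity at least 40 and at least half of replicates scoring 40 or more; inconclusive = only one of the two criteria met; inactive = mean below 40 and under half of replicates reaching 40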;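 note: 0% = median of neutral control wells and 100% = median of positive control wells; inhibitors cause a drop in the FAM fluorescence signal; in these data hits start at about 50%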
# DENV2 CPE = inhibitors of DENV2 cytopathic effect, primary screen, cell-based, plate reader, single concentration. 1.7% of 350,000 active. AID 651640, 2012. CPE inhibition, % at 9.99 µM. DENV2-infected cells, cytopathic effect rescue; in the data active = CPE inhibition above about 20%, passing the limit was not always enough; inconclusive = no clear call, values can overlap the other calls; tested in BHK-21 cells;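 note: 0% = median of neutral control wells and 100% = median of positive control wells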
# CASP6 VEID inh = human caspase-6 inhibitors, primary screen, biochemical, VEID-R110 fluorescence, single point, set 2; P55212; purified caspase-6, Z-VEID-R110 cleavage fluorescence; inhibition, % at 12.5 µM; 0.53% of 350,000 active; AID 686996, 2013;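 active = mean inhibition across replicates at least about 35%, with every replicate also reaching that limit, limit read from the data; inconclusive = only one of the two criteria met; inactive = neither criterion met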;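 note: 0% = median of neutral control wells and 100% = no fluorescence left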
# Target sequence (P55212 24-179 limits assumed): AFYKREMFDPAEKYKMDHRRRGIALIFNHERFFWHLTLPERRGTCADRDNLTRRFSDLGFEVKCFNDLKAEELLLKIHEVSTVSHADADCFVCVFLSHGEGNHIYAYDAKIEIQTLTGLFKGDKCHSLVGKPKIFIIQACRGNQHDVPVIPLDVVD
# Target sequence (P55212 194-293 limits assumed): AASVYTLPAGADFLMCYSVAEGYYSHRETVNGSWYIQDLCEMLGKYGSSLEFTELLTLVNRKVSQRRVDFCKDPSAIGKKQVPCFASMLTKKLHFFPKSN
# RAD52 anneal inh = RAD52 DNA annealing inhibitors, primary screen, biochemical, FRET, single point, set 2 | 0.46% of 360,000 active | recombinant RAD52 DNA annealing, FRET fluorescence | DNA repair protein RAD52 homolog (Homo sapiens), P43351 | inhibition, % at 18.7 µM;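 active = every replicate showing at least 50% inhibition; inconclusive = mean inhibition at least 50% but not in every replicate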
# Numbers without * were called inactive; ? = inconclusive; . = not tested or not shown.
SMILES,F508del corr,E-selectin induc,GSIS activator,Xi reactivation,RAD54 branch,DENV2 CPE,CASP6 VEID inh,RAD52 anneal inh
CCC(C)(C)NC(=O)C(c1ccccc1Cl)N(C(=O)CCC(=O)Nc1cc(C)on1)C1CC1 (centres undefined),0.0,.,-21,0.1,-12,-6,3,-7
CC(C)Cn1c(N)c(C(=O)CSc2nnnn2-c2ccc(Cl)cc2)c(=O)n(C)c1=O,-1.3,2.5,16,0.0,.,2,-1,-13
O=C(Cc1ccc(F)cc1)OCn1nnc2ccccc2c1=O,0.1,4.9,12,0.0,1,?,-5,-21
O=C1CC(O)C(Cc2ccccc2)N1 (centres undefined),-1.8,-0.1,-6,-0.1,.,3,1,-2
CN(C)c1ccc(C=c2c3cc([N+](=O)[O-])ccc3n3c2cc(-c2ccccc2)[n+]3C)cc1,0.2,218*,-29,0.1,.,?,-2,100*
COc1ccc(NC(=O)N(C)C[C@@H]2OCCCC[C@H](C)Oc3ccc(NS(C)(=O)=O)cc3C(=O)N([C@H](C)CO)C[C@@H]2C)cc1,0.0,0.0,36,-0.1,-2,-16,2,0
COC(=O)C1=C(C)N(CCCCCC(=O)O)C(=O)NC1c1ccccc1 (centres undefined),-5.8,-0.1,1,-0.1,5,15,4,-12
COc1ccc(CNC(=O)C[C@@H]2C=C[C@H](NC(=O)CN(C)C)[C@H](CO)O2)cc1,0.1,-0.5,-2,-0.3,-1,0,-2,0
O=S(=O)(c1ccc(F)cc1)N1CCN(Cc2cc3c(cc2Br)OCCO3)CC1,-0.3,-0.4,2,-0.1,-7,-7,-3,-23
CN(C)CCCOc1nn(Cc2ccccc2)c2ccccc12,-21,0.7,.,0.2,0,2,0,-2
CN(CC(=O)Nc1ccccc1Br)C(=O)c1cc(Cl)nc2ccccc12,0.6,0.4,8,0.4,2,?,11,4
O=C(C[C@H]1CC[C@H]2[C@@H](COC[C@H](O)CN2Cc2cocn2)O1)NCc1cccc(F)c1,-0.1,0.0,1,0.0,-6,-8,-1,11
CNC(=O)C[C@H]1CC[C@@H]2[C@H](COc3ccc(NC(=O)Nc4c(C)noc4C)cc3C(=O)N2C)O1,1.0,0.0,8,0.0,-6,5,.,.
COC(=O)c1c(C)[nH]c(C(=O)C(C)OC(=O)c2cnc(C)cn2)c1C (centres undefined),-2.7,.,24,0.2,-16,4,2,-6
COc1ccc(C)cc1NC(=O)C1CCN(S(=O)(=O)c2c(C)noc2C)CC1,-0.8,.,-11,0.0,.,-1,7,-12
C[C@H]1CCCCO[C@@H](CN(C)C(=O)c2ccncc2)[C@@H](C)CN([C@@H](C)CO)C(=O)c2cc(NS(=O)(=O)c3cn(C)cn3)ccc2O1,-3.4,0.0,12,-1.2,10,12,-2,-16
O=c1cc(N2CCc3ccccc3C2)[nH]c(=O)n1-c1ccc(Cl)cc1,1.3,.,-10,.,11,-3,-2,-6
Cc1ccc(NC(=S)Nc2ccccn2)cc1C,-2.2,14,-2,0.3,-5,-5,1,-2
CCOc1ccc(S(=O)(=O)N(C)c2ccc(OCC(=O)N3c4ccc(C)cc4C4CN(C)CCC43)cc2)cc1 (centres undefined),0.8,-0.2,-28,0.0,7,1,-3,-12
Cc1cc(OCC(=O)N2CCN(c3ccccn3)CC2)c(C)cc1Br,0.4,.,-7,0.2,-1,-3,-1,-5

# 2 neighbouring compounds from above, for reference:
SMILES,F508del corr,E-selectin induc,GSIS activator,Xi reactivation,RAD54 branch,DENV2 CPE,CASP6 VEID inh,RAD52 anneal inh
CCOc1ccc(S(=O)(=O)N(C)c2ccc(OCC(=O)N3c4ccc(C)cc4C4CN(C)CCC43)cc2)cc1 (centres undefined),0.8,-0.2,-28,0.0,7,1,-3,-12
Cc1cc(OCC(=O)N2CCN(c3ccccn3)CC2)c(C)cc1Br,0.4,.,-7,0.2,-1,-3,-1,-5

# Continued.
SMILES,F508del corr,E-selectin induc,GSIS activator,Xi reactivation,RAD54 branch,DENV2 CPE,CASP6 VEID inh,RAD52 anneal inh
CCOc1ccc(NS(=O)(=O)c2cc(C(=O)N3CCN(c4ccccc4O)CC3)ccc2Cl)cc1,-2.6,-0.1,-30,0.2,1,2,0,-2
OC(CSc1ccc(F)cc1)CN1CCN(c2ccccc2)CC1 (centres undefined),1.1,56*,-12,0.0,.,17,-1,-13
COc1cccc(-c2nc3nc(C)cc(C)n3c2NCc2ccccc2)c1,-1.5,0.0,12,0.8,.,-13,5,-30
Clc1cccc(-c2nc(NCC3CCCO3)c3ccccc3n2)c1 (centres undefined),4.3,1.3,10,-0.1,.,0,5,-10
OC[C@@H]1[C@H](c2ccc(C3=CCCC3)cc2)[C@@H](CNC2CCCC2)N1CC1CC1,5.5,0.0,-11,0.0,.,-3,4,4
C#CCOCCOCCOCCNc1nc(N2CCN(C(=O)[C@H]([C@@H](C)CC)n3cc(CCCN=C(N)N)nn3)CC2)nc(N2CCN(C(=O)[C@H](CCCCN)n3cc(CC(C)O)nn3)CC2)n1 (some centres undefined),0.6,-0.1,18,-0.1,-15,-7,-31,23
CCO[C@@H]1OC(C(=O)N2CCOCC2)=C[C@H](c2coc3ccccc3c2=O)[C@H]1CCCO,1.1,1.1,-3,0.0,1,0,-1,-10
Cc1ccccc1N1CCN(S(=O)(=O)c2nnc(NC(=O)c3ccc(F)cc3)s2)CC1,-1.8,.,-7,0.0,-4,-6,-1,-9
Fc1cccc(Cc2noc(CN3CCN(c4cnccn4)CC3)n2)c1,0.3,.,5,0.7,-8,-8,0,-5
O=C(c1cnccn1)N1CC(=O)N2[C@@H](CO)[C@@H](c3ccc(C#CC4CC4)cc3)[C@@H]2C1,0.0,0.6,5,0.0,.,6,2,-5
O=C(CCc1ccccc1)OCC(=O)c1cccc([N+](=O)[O-])c1,0.3,.,-1,0.3,.,4,3,-22
CCn1c(=O)n(CC)c2cc(N3CCCC3)c(NC(=O)c3ccc(OC)c(Br)c3)cc21,1.1,.,6,0.0,1,1,3,-22
CCOCCCNCc1ccc(OCc2ccccc2Cl)cc1,2.1,.,.,0.0,.,6,-6,9
COc1ccc(CNC(=O)CCc2ccc(S(=O)(=O)N3CCCCCC3)cc2)cc1OC,-2.2,0.6,-21,0.1,-1,2,-2,-13
CC(C(=O)c1ccc(-c2ccccc2)cc1)[n+]1cccc(NC(=O)c2ccccc2)c1 (centres undefined),-0.4,.,-13,0.0,?,0,-9,58*
Cc1ccc(S(=O)(=O)N(C)C[C@@H]2Oc3c(NC(=O)c4cnccn4)cccc3C(=O)N([C@H](C)CO)C[C@@H]2C)cc1,3.3,1.2,17,-1.2,6,5,1,-3
COc1ccccc1CNS(=O)(=O)c1c(C)[nH]c(C)c1C(=O)N1CCCC1,-0.5,.,-1,0.0,-3,11,4,-13
COc1ccc(CNC(=O)C[C@@H]2CC[C@@H](NC(=O)CN(C)C)[C@H](CO)O2)cc1,-0.4,0.9,17,0.0,3,-9,1,-4
O=C(CNC(=S)N(CCCN1CCOCC1)Cc1cccs1)NC1CCCCC1,-1.0,-0.8,-16,0.0,.,4,6,-6
COc1ccc([Si](C)(C)[C@@H]2[C@@H](CCn3cc(CCO)nn3)O[C@]3(C(=O)N(Cc4cccc(N5CCOC5=O)c4)c4ccccc43)[C@H]2C)cc1,0.7,.,.,.,3,-4,3,11
CC(C)Cn1c(SCC(N)=O)nnc1-c1cccc(S(=O)(=O)N2CCOCC2)c1,0.6,.,6,0.1,-6,9,0,-14
O=[N+]([O-])c1ccc(OCCOc2ccccc2/C=N/n2cnnc2)cc1,-3.2,-4.9,-3,0.0,.,-8,-1,-1
O=C(NC1CCCCC1)C(c1cccnc1)N(C(=O)CCl)c1ccc(F)cc1 (centres undefined),0.8,.,13,-0.1,8,-1,-1,3
Cc1ccc(S(=O)(=O)C2(C(=O)Nc3ccc4c(c3)OCO4)CC2)cc1,-1.9,-0.1,8,0.7,7,6,-2,-66
CCc1ccc(CN2C(=O)c3ccccc3C2C(=O)NC(C)CC)cc1 (centres undefined),0.2,0.0,2,0.0,-15,-8,2,-12
COc1cccc(CNc2cccc(C(F)(F)F)c2)c1O,-0.7,.,-15,0.2,2,-1,2,-9
CC1=CC(=O)C(C(C)=Nc2ccccc2Cl)C(=O)O1 (centres undefined),-0.1,3.5,17,-0.2,-2,6,-2,-19
COc1ccc(Cl)cc1NC(=O)CCc1nc(-c2ccccc2F)no1,0.3,1.2,12,.,-4,2,1,-12
COc1ccc(Cc2nnc(NC(C)=O)s2)cc1,1.3,-0.2,0,0.0,.,12,.,-15
CCCCOc1ccc(C(=O)Nc2ccc(SC(F)F)cc2)cc1OC,1.7,-0.3,-7,-0.1,.,8,2,-16
O=C(Nc1ccccc1-c1nc2ccccc2s1)c1ccco1,.,.,19,.,0,.,2,-27
O=C(Nc1nncs1)c1cc(S(=O)(=O)N2CCCCC2)ccc1Cl,1.0,-0.2,7,0.0,-1,19,0,-16
CN(C)CCCNC(=S)N(Cc1cccs1)Cc1cc2cc3c(cc2[nH]c1=O)OCCO3,1.0,.,-6,0.0,.,-1,1,-32
C[C@H](CO)N1C[C@H](C)[C@H](CN(C)C(=O)Nc2ccc(C(F)(F)F)cc2)Oc2ccc(NS(=O)(=O)c3cccs3)cc2CC1=O,0.7,.,-1,0.0,-3,15,-1,-9
CC(C)N(Cc1nc(COc2ccccc2)no1)Cc1nccn1C,-0.4,-0.6,1,0.9,.,6,0,-16
COc1cc(OC)cc(C(=O)NNC(=O)CCNC(=O)c2ccc(Br)cc2)c1,-0.5,.,8,0.3,0,?,-3,-8
O=C(NCCn1cccn1)c1ccc(OC2CCN(CCc3ccccc3)CC2)cc1,0.8,.,9,-0.1,-16,0,2,-23
O=C(Nc1ccc(F)cc1)N1C[C@@H]2[C@H](c3ccccc31)[C@H](CO)N2C(=O)c1ccccn1,-0.8,0.0,-6,-0.1,-1,.,.,.
CCCC#Cc1ccc([C@@H]2[C@@H](CO)N(C(=O)C3CC3)[C@H]2C#N)cc1,-0.4,-0.1,-3,-0.1,-4,63*,-2,-67
COCC#Cc1cnc2c(c1)C(=O)N([C@@H](C)CO)C[C@@H](C)[C@H](CN(C)C(=O)Cc1ccncc1)O2,-0.9,1.0,20,-1.3,0,?,4,-39
CC1(C)Cc2c(sc(NC(=O)C(=O)N3CCOCC3)c2C(N)=O)CO1,-1.8,.,-5,0.0,.,-3,-5,-21
CS(=O)(=O)c1cnc(-c2ccccc2)nc1-c1ccc(Cl)c(Cl)c1,0.0,.,3,0.5,.,.,1,-14
COc1ccc(S(=O)(=O)Nc2cccc3ccc(O)cc23)cc1,14*,.,-22,-0.1,9,0,5,-11
O=C(C1CCCC1)N1CC(=O)N2[C@H](CO)[C@@H](c3ccc(C#CC4CCCC4)cc3)[C@@H]2C1,1.2,-0.4,28,0.1,.,-10,-3,-7
c1ccc(C(c2ccccc2)c2nc(-c3cccnc3)no2)cc1,.,.,-6,.,-7,-8,8,-2
COc1ccc(NC(=O)N(C)C[C@@H]2Oc3ccc(NS(=O)(=O)c4c(C)noc4C)cc3C(=O)N([C@@H](C)CO)C[C@H]2C)cc1,0.6,7.1,-2,-0.1,6,7,-2,-9
